CF NFkB block = inhibitors of PAF-induced NF-kB signaling, primary screen, cell-based, GFP fluorescence, uHTS; inhibition, % at 5 µM; AID 588850, 2011; KKLEB NF-kB-GFP reporter, GFP fluorescence overnight; actives 0.86% (n = 360,000);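 active = at least 50% inhibition at 5 µM, scaled per plate between neutral and stimulator controls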;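 also: PAF is a Pseudomonas aeruginosa culture filtrate used as stimulus; plate controls were PAF-stimulated DMSO wells for no effect and unstimulated DMSO wells for full effect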
HIF-2a block = HIF-2a reporter inhibitors, primary screen, luminescence, 786-0 RCC cells; 786-0 RCC cells HIF-2a reporter, luciferase luminescence, overnight; inhibition, % at 18.8 µM; AID 624352, 2012; actives 0.72% (n = 360,000);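 active = inhibition of the luminescence signal of 40% or more relative to plate controls, in a single-dose primary screen at 18.75 µM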
NR2E3 ag-1 = inhibitors of NR2E3-RetCOR corepressor binding, primary screen, NR2E3 agonist project, biochemical, TR-FRET, GST-NR2E3, biotin-RetCOR. AID 2300, 2010. inhibition of corepressor binding, % at 4.78 µM. actives 0.12% (n = 320,000). 1536-well;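 active = percent inhibition above the cutoff of mean plus 3 SD of all tested compounds, set per screening campaign, cut at about 20% in these data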;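 also: 0% = DMSO wells and 100% = biotin wells as full block of FRET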
Target sequence (Q9Y5X4 whole entry, looked up): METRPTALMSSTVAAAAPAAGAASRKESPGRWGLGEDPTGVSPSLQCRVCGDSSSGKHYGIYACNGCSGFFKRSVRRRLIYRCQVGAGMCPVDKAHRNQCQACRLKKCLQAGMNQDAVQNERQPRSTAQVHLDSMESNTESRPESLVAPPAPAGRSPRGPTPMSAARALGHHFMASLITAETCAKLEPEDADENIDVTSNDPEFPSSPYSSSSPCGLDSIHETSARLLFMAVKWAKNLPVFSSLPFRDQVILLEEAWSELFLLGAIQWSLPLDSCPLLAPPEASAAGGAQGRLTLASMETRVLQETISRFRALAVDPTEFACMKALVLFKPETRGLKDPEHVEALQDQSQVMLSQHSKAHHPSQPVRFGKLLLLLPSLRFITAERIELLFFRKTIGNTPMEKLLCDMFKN
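Format: 1536-well format; test system: GST-NR2E3 and biotin-RetCOR proteins; read-out basis: percent inhibition of TR-FRET ratio; timing: 5 h incubation at 4 °C; detection: time-resolved FRET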
Peg3 prom inh = Peg3 promoter-driven luciferase inhibitors, primary screen, cell-based, HeLa, luciferase luminescence | HeLa PEG-Prom luciferase reporter, overnight | inhibition, % at 20 µM | actives 1.7% (n = 360,000);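 active = inhibition of at least 50% at 20 µM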
KKLEB cytotox = cytotoxicity in KKLEB CF airway cells, primary screen, cytotoxicity control for CF NF-kB inhibitor project, cell-based, uHTS, fluorescence assay plates | activity change (cytotoxicity), % at 5 µM | AID 602141, 2011 | actives 0.36% (n = 360,000) | KKLEB CF airway cells viability, ATPlite luminescence, overnight; hits give low values; cells stimulated with P. aeruginosa culture filtrate;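 active = corrected activity change at or below -50% at 5 µM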
Shn3 inh set2 = reduction of Shn3 3'UTR firefly luciferase signal, primary screen, Schnurri-3 inhibitor project, cell-based, Clone20 osteoblasts, set 2 | Clone20 osteoblast Shn3 3'UTR firefly luciferase, 24 h | inhibition, % at 12.5 µM | actives 0.52% (n = 360,000);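 active = mean inhibition of at least 75% with every replicate also reaching 75%; inconclusive = mean inhibition at least 75% but some replicate below; inactive = mean inhibition below 75%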;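 also: 0% = median of neutral control wells and 100% = pilot-screen positive control compound; some compounds past the cut are filed as inactive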
hiPSC survival = enhancers of single-cell hiPSC survival, primary screen, ATPlite luminescence | 100% = ROCK inhibitor wells, 0% = DMSO | survival enhancement, % at 20 µM | actives 0.044% (n = 360,000) | AID 602274, 2012; in the data active = survival enhancement above about 18%;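 also: cells exposed to compounds for 16 hours before the ATP read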
C8 TRAIL sens = viability loss with TRAIL in NB7+C8 cells, primary screen, TRAIL sensitizer project, cell-based, ATPlite luminescence | actives 1% (n = 360,000) | AID 624354, 2012 | inhibition (viability loss, TRAIL sensitization), % at 10 µM;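 active = compounds causing at least 50% loss of cell viability in the single-dose screen, relative to plate controls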
LMP1 NFkB inh = EBV LMP1-driven NF-kappaB luciferase reporter inhibitors, primary screen, cell-based, luminescence, single point | LMP1-induced NF-kappaB luciferase reporter cells | inhibition, % at 12.5 µM | actives 0.69% (n = 350,000) | AID 504558, 2011; in the data active = inhibition above about 41%; inconclusive = no clear call, values can overlap the other calls;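 also: 0% = neutral control wells and 100% = reference inhibitor control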
NR2E3 ag-2 = NR2E3 agonists in two-hybrid cells, primary screen, cell-based, luminescence, CHO-S, Gal4-NCOR/VP16-NR2E3 | Photoreceptor-specific nuclear receptor (Homo sapiens), Q9Y5X4 | luciferase | inhibition of corepressor binding, % at 3.98 µM | actives 0.35% (n = 360,000) | AID 602229, 2012;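 active = inhibition above the mean of all tested compounds plus 3 SD, cut at about 70% in these data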;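 also: 0% = DMSO with NR2E3 transfected cells and 100% = cells lacking NR2E3 construct; higher means lower luciferase signal from less NR2E3 corepressor binding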
TRPM1 prom inh = inhibitors of MITF-dependent TRPM1 promoter reporter, primary screen, cell-based, SK-MEL-5, single point, luciferase. SK-MEL-5 TRPM1 promoter luciferase, 24 h. inhibition, % at 12.5 µM. AID 488899, 2010. actives 0.83% (n = 330,000);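 active = mean inhibition across replicates of 60% or more, whatever share of single replicates reaches that level; inconclusive = some that reach 60%, reason not given; inactive = mean inhibition across replicates below 60%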; also: values of inactives mirror those of a sister screen read the other way
* marks the source's active call; other numbers are inactive results; ? = inconclusive; . = not tested or not shown. A portion of the library; rates above refer to the full screens.

item	Compound	CF NFkB block	HIF-2a block	NR2E3 ag-1	Peg3 prom inh	KKLEB cytotox	Shn3 inh set2
1	COc1ccccc1/C=N/N1C(=O)C2C3C=CC(CC3)C2C1=O (configuration not stated)	1	-2	1	15	-6	-6
2	O=C(CCOc1ccccc1)Nc1ccc(Br)cc1	1	-274	-1	-262	-7	-34
3	O=C(O)C1C=CCC(C(=O)O)C1 (configuration not stated)	-6	2	.	-7	8	1
4	Cc1ccc(N(C(=O)c2cnccn2)C(C(=O)NC2CCCCC2)c2ccc(O)cc2)cc1 (configuration not stated)	14	-4	0	-3	-8	9
5	CCN(CC)S(=O)(=O)c1ccc(N(C)Cc2ccc(C(F)(F)F)cc2)nc1	6	23	0	18	-9	?
6	O=C(COC(=O)CN1C(=O)C2CCCCC2C1=O)Nc1cc(S(=O)(=O)N2CCOCC2)ccc1Cl (configuration not stated)	10	19	1	7	3	-15
7	COc1cc(/C=N/NC(=S)NCc2ccccc2)ccc1OCC#N	-12	20	-2	10	10	-2
8	Cc1nc(Nc2ccccc2)sc1-c1ccccc1	-7	-185	1	-227	-16	-53
9	CC(=O)c1ccc(NC(=O)c2ccc(C)c(S(=O)(=O)N3CCOCC3)c2)cc1	0	-20	3	-25	3	-5
10	CC(=O)NC(Cc1ccccc1)C(=O)OCC(=O)c1ccc(Cl)cc1 (configuration not stated)	-3	16	-4	0	-7	22
11	CCn1c(SCC(=O)Nc2nccc(C)n2)nc2ccccc21	9	-8	0	7	7	-12
12	CCCOc1ccc(F)cc1-c1cc(C(=O)NCc2ccc(C(F)(F)F)cc2)[nH]n1	-2	9	.	10	-9	18

item	hiPSC survival	C8 TRAIL sens	LMP1 NFkB inh	NR2E3 ag-2	TRPM1 prom inh
1	-2.4	-1	-2	-11	4
2	0.8	4	-20	-63	-30
3	1.2	-4	1	6	.
4	8.1	-6	-4	-17	-1
5	-1.6	24	9	92*	5
6	-0.2	-3	13	-2	1
7	-2.1	8	17	-7	-12
8	-3.6	66*	-32	-140	-56
9	0.3	-4	-5	-28	-3
10	3.3	7	0	2	7
11	0.7	8	4	-6	-2
12	-1.1	-12	.	52	.

The results go on:
item	Compound	CF NFkB block	HIF-2a block	NR2E3 ag-1	Peg3 prom inh	KKLEB cytotox	Shn3 inh set2
13	CCCn1c(N)c(N(CCOC)C(=O)c2cc3c(s2)CCC(CC)C3)c(=O)[nH]c1=O (configuration not stated)	1	2	-1	-8	-2	-17
14	CCCCC[C@H]1CN(Cc2ccccc2)C(=O)[C@@H]1CC(=O)NCc1ccccc1	-22	19	-2	5	1	-2
15	CC(C)C(=O)Nc1nnc(SCC(=O)NCc2ccc3c(c2)OCO3)s1	10	19	4	-12	-4	12
16	CCCCN(C)c1c(N2CCC(C(=O)OCC)CC2)c(=O)c1=O	-3	7	1	3	-5	-7
17	Cc1onc(-c2c(F)cccc2Cl)c1C(=O)OCC(=O)Nc1cccc(S(=O)(=O)N(C)C)c1	25	20	.	13	-5	14
18	CN(C)S(=O)(=O)c1cccc(NC(=O)CCc2nc3cc(S(=O)(=O)N4CCOCC4)ccc3n2C)c1	17	0	-1	11	7	-4
19	COc1cc(NC(=O)Cc2ccccc2)ccc1NC(=O)Cc1ccccc1	5	13	2	8	-8	-5
20	COc1ccc(C(=O)CSc2nnn(-c3cccc(NC(C)=O)c3)n2)cc1	10	-196	-1	-201	-9	-27
21	Cc1cccc(-n2c(C)nc3cc(C(=O)NCCN4CCOCC4)ccc32)c1	-16	-6	.	7	6	-6
22	Cc1cc(=O)n2c(C)n[nH]c2n1	0	5	4	10	5	-8
23	COc1ccc(OC)c(S(=O)(=O)NCC(=O)O)c1	12	15	1	15	-7	-4
24	COC(=O)COc1ccc(S(=O)(=O)NCc2ccc3c(c2)OCO3)cc1	7	23	0	13	-4	-44

item	hiPSC survival	C8 TRAIL sens	LMP1 NFkB inh	NR2E3 ag-2	TRPM1 prom inh
13	-0.3	-8	0	-6	-2
14	-0.7	-15	-14	9	6
15	0.9	-4	6	9	13
16	0.8	0	-13	-23	3
17	0.5	1	4	13	18
18	-0.3	-4	2	-19	1
19	0.0	-4	9	16	0
20	-0.5	-13	-21	-23	-62
21	7.8	-5	8	4	.
22	-1.0	11	-2	-10	1
23	2.8	-1	-2	-10	-6
24	1.0	-13	-1	-32	-7

(cont.)
item	Compound	CF NFkB block	HIF-2a block	NR2E3 ag-1	Peg3 prom inh	KKLEB cytotox	Shn3 inh set2
25	O=C1COc2ccc(C(=O)COC(=O)CNC(=O)c3ccccc3)cc2N1	-18	24	3	17	16	0
26	COc1cc(/C=N/NC(=O)c2cc(C34CC5CC(CC(C5)C3)C4)[nH]n2)ccc1O	-1	12	2	-4	6	6
27	O=C(CN1C2CCCC1CC(NC(=O)C1CCCCC1)C2)Nc1ccccc1 (configuration not stated)	2	-6	3	5	-4	3
28	O=C(C1CCCO1)N1CCN(C(=S)Nc2cccc(Cl)c2)CC1 (configuration not stated)	15	5	-1	5	-11	1
29	COc1ccc(N(CC(=O)NCc2ccco2)C(=O)CCC(=O)Nc2ccccn2)cc1	-3	14	.	10	3	3
30	Cc1cccc(NS(=O)(=O)c2ccc(C)c(C(=O)NNC(=O)c3csc(N4CCOCC4)n3)c2)c1	-21	15	.	5	4	5
31	COc1ccc(OCc2cc(C(=O)N(Cc3nccn3C)C(C)C)no2)c2ccccc12	24	-205	1	-272	1	-64
32	O=C(NCC1CCCO1)c1ccccn1 (configuration not stated)	1	5	0	8	1	4
33	O=C(COC(=O)C12CC3CC(CC(Br)(C3)C1)C2)Nc1cccnc1Cl	18	1	-1	-7	-2	9
34	Cc1ccccc1Nc1nnc(SCC(=O)NCc2cccs2)s1	14	-4	0	5	-1	-13
35	Cc1cc(NC(=O)C(C)Oc2ccc(Cl)cc2Cl)no1 (configuration not stated)	-12	-133	-1	-108	3	-13
36	CC(=O)C1(O)CCC2C3CCC4CC(O)CCC4(C)C3C(=O)CC21C (configuration not stated)	-2	4	.	2	3	13

item	hiPSC survival	C8 TRAIL sens	LMP1 NFkB inh	NR2E3 ag-2	TRPM1 prom inh
25	6.3	-10	2	-3	-1
26	-0.9	-9	81*	70*	-3
27	0.0	-12	-1	-2	0
28	0.8	-16	3	-26	-7
29	-0.3	-11	-2	-3	0
30	-0.2	2	0	8	3
31	2.0	-1	-26	-44	-43
32	1.1	-8	1	1	-9
33	0.2	19	-2	4	4
34	-0.8	-2	-4	-19	5
35	1.6	-3	-9	-1	-52
36	6.7	-20	2	13	-3

(list continues)
item	Compound	CF NFkB block	HIF-2a block	NR2E3 ag-1	Peg3 prom inh	KKLEB cytotox	Shn3 inh set2
37	COc1ccccc1N(C)S(=O)(=O)c1ccc(C(=O)Nc2nc(C)c(C(C)=O)s2)cc1	1	10	12	7	-12	19
38	S=C(Nc1ccc2c(c1)OCO2)Nc1ccccc1Cl	0	-201	-1	-99	9	9
39	COc1ccc(CNC(=O)COc2ccc(S(=O)(=O)N3CCOCC3)cc2C)cc1	-1	10	4	18	5	3
40	CCCc1nc2c3ccccc3ccn2c1Cc1cccc(F)c1	-10	-251	.	-245	-9	-50
41	COc1cccc(-n2c(=O)c3sccc3n(CC(=O)NC3CCCC3)c2=O)c1	-10	12	1	15	-4	-7
42	COc1ccc(NC(=O)CC2C(=O)N(c3ccccc3)C(=O)N2CCc2cccs2)cc1 (configuration not stated)	-10	13	-3	20	2	-13
43	CC1(C(=O)Nc2cccc(NS(C)(=O)=O)c2)Cc2c(-c3ccc(C(N)=O)cc3)ccnc2O1 (configuration not stated)	-8	14	.	7	1	-21
44	Cc1cc(C2C(=O)CC(=O)CC2c2ccccc2)on1 (configuration not stated)	6	14	1	2	3	10
45	COc1cccc(C(O)c2ncc(-c3cccc(C(F)(F)F)c3)[nH]2)c1 (configuration not stated)	5	10	.	27	-10	-16
46	CC1=C(CC(=O)c2ccc(Cl)cc2)C(=O)c2ccccc2C1=O	65*	-144	1	-259	-31	-3

item	hiPSC survival	C8 TRAIL sens	LMP1 NFkB inh	NR2E3 ag-2	TRPM1 prom inh
37	0.4	3	0	4	.
38	-0.6	0	-4	-32	-9
39	0.6	8	1	-30	7
40	-1.0	-2	.	-38	.
41	0.3	-7	4	-19	4
42	-1.0	5	5	-28	-3
43	2.2	2	.	4	.
44	-0.9	-1	-9	-10	7
45	2.7	-3	.	8	.
46	0.8	0	-23	-23	27
